High-throughput results (PubChem BioAssay)
sEH activator – soluble epoxide hydrolase (human) activation. P34913. purified human sEH enzymatic activity, activator screen. activation, % at 2 µM. 91,000 tested, 0.04% active; in the data active = activation above about 37%; note: values of inactives mirror those of a sister screen read the other way
Target sequence (P34913 whole entry, looked up): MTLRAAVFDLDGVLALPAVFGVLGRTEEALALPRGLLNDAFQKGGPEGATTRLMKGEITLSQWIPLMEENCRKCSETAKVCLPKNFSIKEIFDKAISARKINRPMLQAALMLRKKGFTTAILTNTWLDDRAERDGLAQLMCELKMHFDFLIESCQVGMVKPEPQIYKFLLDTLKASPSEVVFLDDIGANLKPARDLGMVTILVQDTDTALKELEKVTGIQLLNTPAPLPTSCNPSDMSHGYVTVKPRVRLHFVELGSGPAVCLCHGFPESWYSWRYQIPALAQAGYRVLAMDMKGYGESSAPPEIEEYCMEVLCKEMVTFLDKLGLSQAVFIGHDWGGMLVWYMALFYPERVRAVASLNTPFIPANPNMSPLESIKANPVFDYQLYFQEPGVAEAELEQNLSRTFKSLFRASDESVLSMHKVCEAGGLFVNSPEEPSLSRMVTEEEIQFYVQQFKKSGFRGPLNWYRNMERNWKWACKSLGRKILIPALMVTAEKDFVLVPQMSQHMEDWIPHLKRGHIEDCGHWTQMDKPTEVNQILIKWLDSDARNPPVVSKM
PostGolgi yeast – growth inhibition of a yeast mutant, post-Golgi transport screen; post-Golgi transport phenotypic cell assay; inhibition, % at 10 µM; 98,000 tested, 0.9% active; AID 739;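 note: yeast cells grown in 1536-well plates; yeast grown about 18 h at 30C before absorbance read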
CYP2C19 act – increases human CYP2C19 enzyme activity; activation factor at 5 µM; 96,000 tested, under 10 active; AID 1025; recombinant CYP2C19, luciferin-H EGE luminescence; active compounds read high; 0 = fully inhibited enzyme, 1 = untreated enzyme; P33261;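 active = activation factor of at least 2 at 5 µM in the primary screen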;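 note: 0 = wells with 2.5 mM tranylcypromine and 1 = vehicle-only wells; values of inactives mirror those of a sister screen read the other way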
CYP2C19 inh – inhibitors of human CYP2C19; P33261; CYP2C19 Supersomes, luciferin-H EGE luminescence, 30 min; inhibition, % at 5 µM; 96,000 tested, 21% active; AID 778;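 active = CYP2C19 inhibition above a set limit at 5 µM in the primary screen, cut at about 50% in these data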;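 note: plate controls were negative control wells for no effect and 2.5 mM tranylcypromine positive control for full effect; values of inactives mirror those of a sister screen read the other way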
sEH inhibitor – soluble epoxide hydrolase (human) inhibition; 91,000 tested, 0.34% active; recombinant human sEH enzymatic activity assay; inhibition, % at 2 µM; in the data active = inhibition above about 80%; note: values of inactives mirror those of a sister screen read the other way; many of its hits are not listed in these tables
S1P2 antag – S1P2 (human) receptor antagonism; cell-based S1P2 antagonist assay, inhibition at 5 uM; 97,000 tested, 0.21% active; O95136; inhibition, % at 5 µM; in the data active = inhibition above about 45%;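 note: CRE beta-lactamase reporter cells expressing human S1P2 stimulated with S1P; 0% = agonist at EC80 alone and 100% = agonist plus reference antagonist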
Target sequence (O95136 whole entry, looked up): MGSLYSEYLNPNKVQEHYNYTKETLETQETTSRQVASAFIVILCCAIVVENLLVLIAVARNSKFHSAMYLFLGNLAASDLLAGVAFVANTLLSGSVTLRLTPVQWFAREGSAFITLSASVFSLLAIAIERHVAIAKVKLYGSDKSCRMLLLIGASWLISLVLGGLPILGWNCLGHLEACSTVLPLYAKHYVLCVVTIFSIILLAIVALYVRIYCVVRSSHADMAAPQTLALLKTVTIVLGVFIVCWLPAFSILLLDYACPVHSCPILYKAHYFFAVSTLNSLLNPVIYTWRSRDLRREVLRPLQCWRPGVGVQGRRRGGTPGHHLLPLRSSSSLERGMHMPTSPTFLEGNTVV
S1P2 agonist – activates the human S1P2 receptor; O95136; S1P2-expressing cell line, agonist reporter read-out; activation, % at 4.5 µM; 97,000 tested, 0.46% active; AID 729; in the data active = activation above about 16%;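 note: 0% = vehicle low control and 100% = maximal reference agonist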
DAT uptake mod – modulates human dopamine transporter uptake under cocaine; 110,000 tested, 1.3% active; AID 449768; B-score at 10 µM; Q01959; LLC-PK1 hDAT cells, [14C]-dopamine uptake with cocaine IC80; actives deviate in either direction;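 active = Z score or B-score, a plate-position-corrected score, falls beyond the plate's 99.7% confidence bounds, in either direction; inactive = both scores lie inside the 99.7% bounds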;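 note: scored against the spread of the other compound wells on the same plate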
PostGolgi ctrl – growth of the yeast control strain, post-Golgi counter-screen. efflux-deficient yeast background strain, growth absorbance A615, 16 h. inhibition, % at 10 µM. 98,000 tested, 5% active
* = called active by the depositor; x = not tested or not shown. Cut-off read from the data, not from the text of the source, unless noted: active = inhibition above about 30%; inactive = the rest.

molecule,sEH activator,PostGolgi yeast,CYP2C19 act,CYP2C19 inh,sEH inhibitor,S1P2 antag,S1P2 agonist,DAT uptake mod,PostGolgi ctrl
CC(=O)N1CCc2c(sc(NC(=O)c3ccc(S(=O)(=O)N(C)C)cc3)c2C#N)C1,0.7,x,x,x,-1.7,16.6,-6.8,0.407,x
O=C(/C=C/c1cc2c(cc1Br)OCO2)NCc1ccc(F)cc1,-71.2,-1.7,1,-1.1,72.1,-14.8,-7.2,-0.481,2.8
CC1(C)Oc2ccc3ccc(=O)oc3c2/C(=C/NCCO)C1=O,-9.8,0.6,1.1,-7.3,9.7,14.4,-0.7,-0.0451,0.8
COc1cccc(-n2nnc3c(=O)n(Cc4c(F)cccc4Cl)cnc32)c1,-7.7,x,x,x,8.9,-12.3,-2.2,-0.825,x
Cc1cc(C)c2[nH]c(=O)c(=O)[nH]c2c1,-11.0,5.5,x,x,10.4,6.8,-3.3,-0.0363,29.9
CC(C)(C)c1ccc(-c2nnc(SCCC#N)n2C2CCCC2)cc1,-6.3,-0.3,0.9,13.7,6.8,29.6,-7.1,-1.9,47.6*
Cc1noc(/C=C/N(C)C)c1S(=O)(=O)N1CCCC(C(=O)NCc2ccc(Cl)cc2)C1 (centres undefined),x,1.8,0.5,49.7,x,15.3,1.2,-1.46,6.1
Cc1cc2cc(CN(Cc3ccco3)C(=O)C3CCCCC3)c(=O)[nH]c2cc1C,2.3,-0.2,1,-4.0,-0.6,8.8,-5.0,0.144,9.8
CCCCOc1ccc(S(N)(=O)=O)cc1,-2.1,0.2,1,4.9,3.4,1.7,1.3,0.22,3.1
CCOC(=O)c1c(NC(=O)c2cc(C(C)C)on2)sc(C(C)=O)c1C,-4.0,7.7,0.9,12.9,6.8,-25.4,-2.2,-0.426,12.5
Cn1c(CCN2CCN(c3ccc(F)cc3)CC2)nc2cc(NC(=O)c3ccco3)ccc21,-8.9,1.1,0.8,18.2,9.2,0.6,-6.7,-0.333,18.0
Cn1nc(-c2ccc(N3CCOCC3)c(NC(=O)c3ccccc3)c2)c2ccccc2c1=O,1.1,x,x,x,-3.3,-38.7,2.6,x,x
COc1cc2nc(N3CCNCC3)nc(N)c2cc1OC,2.4,-10.0,1.1,-12.1,0.2,-6.9,-1.9,0.447,-0.5
CCCc1cc(Nc2cccc(OCC)c2)n2ncnc2n1,-9.4,-5.3,0.8,18.7,9.5,4.1,-5.2,0.199,9.0
CCCC(=O)Nc1ccccc1-c1nnc(SC)[nH]c1=O,-10.1,5.2,1.1,-8.2,9.3,1.8,-2.5,-0.0256,2.8
Cc1ccccc1N(C(=O)Cn1nnc2ccccc21)C(C(=O)NCc1ccco1)c1ccncc1 (centres undefined),x,0.7,0.7,28.3,x,x,x,0.00668,19.3
CC12CC(NC(=O)N1c1cccc(C(=O)Nc3ncn[nH]3)c1)c1ccccc1O2 (centres undefined),-5.1,2.8,1,4.7,3.4,-6.4,-5.5,0.0932,3.4
Cc1ccc(NC(=O)CCC(=O)NNC(=O)COc2cccc3ccccc23)c(C)c1,-13.2,-11.9,0.9,5.3,14.2,5.7,-6.1,-0.486,-15.1
COc1cccc(CNC(=O)C2CCN(S(=O)(=O)c3ccc(F)cc3)CC2)c1,-9.0,0.8,0.8,22.8,10.8,5.3,-0.1,-0.129,9.2
O=C(NC(=S)Nc1cccc2cccnc12)c1ccccc1,6.1,2.7,0.8,16.5,-6.6,-0.4,-3.3,0.522,18.7
COc1ccc(CC(=O)NCc2nnc(SCC(=O)Nc3nccs3)n2-c2ccccc2)cc1,-0.7,-6.6,1,-1.4,0.7,24.7,-6.8,0.122,4.3
COc1cccc(-n2ccnc2SCC(=O)NCc2ccccc2)c1,-2.6,-5.8,0,95.5*,4.1,-6.4,-4.5,0.302,16.8
COC(=O)CC1Nc2ccccc2SC1=O (centres undefined),-10.3,4.7,0.7,28.8,10.7,11.6,-4.5,-0.102,-0.6
Cc1cn(-c2ccc(Br)cc2)[nH]c1=O,-2.0,0.8,0.7,33.9,4.9,-4.3,-4.7,-0.228,12.1
Cc1c(CNC(=O)c2cnn3c2NC(c2ccc(Br)cc2)CC3C(F)(F)F)cnn1C (centres undefined),-3.9,-24.0,0.5,45.7,3.7,21.7,-1.5,3.13*,13.5
O=C(N1CCCCCC1)N1CCN(C(=O)N2CCOCC2)CC1,5.9,-8.5,0.6,38.4,-0.8,-6.4,-5.5,0.467,11.8
COc1cc(OC)cc(C(=O)N2CCN(C(=O)c3cccc(F)c3)CC2)c1,-6.3,-0.8,0.6,36.0,7.5,-0.2,-5.1,0.219,21.4
FC(F)(F)c1cccc(NC(=S)NCCc2ccccn2)c1,-11.8,-7.4,0.8,24.0,10.4,6.7,-1.7,0.191,-3.8
CC(c1ccccc1)N1C(=O)c2ccc(C(=O)NCc3ccco3)cc2C1=O (centres undefined),-17.6,-0.3,x,x,20.2,2.3,-7.6,0.038,23.2
Cc1ccc(S(=O)(=O)N2c3ccccc3OCC2c2ccccc2)cc1 (centres undefined),5.0,-3.2,x,x,-2.5,19.0,-4.1,-2.09,25.2

Reprinted from the part before: 3 compounds, then new ones.
molecule,sEH activator,PostGolgi yeast,CYP2C19 act,CYP2C19 inh,sEH inhibitor,S1P2 antag,S1P2 agonist,DAT uptake mod,PostGolgi ctrl
FC(F)(F)c1cccc(NC(=S)NCCc2ccccn2)c1,-11.8,-7.4,0.8,24.0,10.4,6.7,-1.7,0.191,-3.8
CC(c1ccccc1)N1C(=O)c2ccc(C(=O)NCc3ccco3)cc2C1=O (centres undefined),-17.6,-0.3,x,x,20.2,2.3,-7.6,0.038,23.2
Cc1ccc(S(=O)(=O)N2c3ccccc3OCC2c2ccccc2)cc1 (centres undefined),5.0,-3.2,x,x,-2.5,19.0,-4.1,-2.09,25.2
O=C(NNC(=O)[C@@H]1CCCC[C@@H]1C(=O)O)c1cccs1,-10.6,x,x,x,10.0,-6.7,-8.0,0.0423,x
O=C(CCc1nc(-c2ccccc2)no1)NCc1cccnc1,4.5,9.5,1,1.9,-7.6,3.6,1.3,0.612,5.9
CCN(CC(=O)NC1CCS(=O)(=O)C1)C(=O)COc1ccccc1-c1ccccc1 (centres undefined),-5.9,-3.1,x,x,7.0,20.5,-6.8,0.122,18.7
Nc1c(S(=O)(=O)c2ccccc2)c2nc3ccccc3nc2n1/N=C/c1ccco1,-15.5,6.6,0.9,8.2,15.2,14.2,-7.5,1.35,23.9
CCCCc1n[nH]c2c1C(=O)CC(C)(C)C2,x,4.7,0.6,35.7,x,x,x,0.38,3.5
O=C(Nc1cccc2nsnc12)c1ccc(F)cc1,7.3,7.6,0.7,25.9,-7.7,20.1,-5.1,-0.737,4.0
CC(C)c1ccc2c(c1)C(=O)NC(C)(C)C2,17.8,-7.4,0.8,19.2,-19.0,-13.5,-1.9,0.187,3.5
COC(=O)c1ccc(Cn2c(CN3CCOCC3)nc3ccccc3c2=O)o1,1.8,-0.5,0.9,5.8,-0.7,23.2,-3.8,-0.346,17.1
O=C(c1ncn[nH]1)N1CCN(c2nc(-c3ccccc3)cs2)CC1,-15.4,9.0,0.8,22.3,14.0,4.6,-6.9,0.0678,7.8
Cc1cc2[nH]ncc2cc1NC(=S)NC(=O)c1ccccc1,-0.5,9.8,0,99.2*,3.3,16.5,-8.2,-0.0343,-2.3
O=C(NCCCN1CCOCC1)c1coc2ccccc2c1=O,-2.6,4.0,0.9,12.2,2.3,3.1,-5.1,0.175,4.2
CC(C)CCn1cnc2c1c(=O)n(C)c(=O)n2C,-0.3,x,x,x,3.5,-3.1,1.7,-0.339,x
O=c1c(Cl)c(N2CCN(S(=O)(=O)c3ccc(F)cc3)CC2)cnn1-c1cccc(Cl)c1,2.0,-3.8,0.9,10.9,-0.2,3.8,-4.2,-1.18,22.2
O=C(CSc1ccccc1)N1CCN(c2ccccc2)CC1,8.5,-1.1,x,x,-10.5,-1.9,-4.6,0.843,-7.2
CCN(CC)CCCOc1ccc(C)cc1Br,16.0,-3.7,0.8,15.5,-15.7,-5.0,-5.5,-0.795,-3.9
COc1ccc(-c2cc(CCCC(=O)N3CCN(c4ccc(OC)cc4)CC3)no2)cc1,x,-5.0,0.3,69.5*,x,4.5,-0.3,-0.359,12.7
COC(=O)c1cccc(NC(=S)NCc2ccc(Cl)cc2)c1,-3.5,11.2,0.8,24.3,5.7,-5.3,-6.6,-0.00491,44.6*
COCCn1c(Cc2ccccc2)nnc1SCc1nc2ccccc2c(=O)[nH]1,-0.7,13.6,x,x,-1.1,-3.8,-1.4,0.00577,4.2
COc1cccc(C2C(C#N)=C(N)Oc3c2oc(CO)cc3=O)c1OC (centres undefined),x,2.3,1,-4.2,x,18.5,-4.5,1.33,1.2
COc1ccccc1N1CCN(CCCOc2ccc(F)cc2)CC1,-1.2,14.0,0.8,17.7,-0.7,6.2,-0.5,0.693,-8.6
O=C(Nc1ccccc1C(F)(F)F)N1CCCC(O)C1 (centres undefined),-0.9,5.8,1.1,-12.7,-2.3,14.9,-4.4,-1.53,-0.9
Cc1ccc(C(=O)NC2CCSC2=O)cc1 (centres undefined),-5.2,-8.3,1.2,-19.8,5.5,0.9,-3.5,-0.216,8.4
CCN(CC)CCN1C(=O)c2ccccc2NC1c1cccc(F)c1 (centres undefined),-7.5,10.8,1,0.4,7.6,0.4,-4.1,0.716,6.2
COc1ccc(-c2nnc(SCc3cc(C)ccc3C)n2N)cc1,2.5,-3.1,0.4,62.5*,-2.8,-11.6,-7.0,0.512,4.0
CCOC(=O)C1CCCN(C(=O)N2CCOCC2)C1 (centres undefined),-11.6,-0.2,1,3.3,12.1,-5.6,-9.1,-0.676,3.2
CCCn1c(=N)c(C(=O)NCC2CCCO2)cc2c(=O)n3cccc(C)c3nc21 (centres undefined),0.0,13.3,1.1,-9.2,-0.4,15.1,2.0,0.0132,5.0
N#Cc1ccc(CSc2nnc(COc3ccccc3)n2-c2ccccc2)cc1,3.6,-3.5,0.2,76.3*,-3.4,-8.5,-3.5,0.705,21.1
Cc1cccc(C(=O)Oc2csc(=S)n2C(=O)c2cccc(C)c2)c1,-6.2,x,x,x,6.5,-4.9,-8.2,-0.017,x
